AddAB inh: growth inhibition of E. coli expressing H. pylori AddAB, primary screen, AddAB inhibitor project, absorbance; inhibition, % at 11.9 µM; 330,000 compounds, 0.29% hits; AID 435030, 2010; in the data active = inhibition above about 12%;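 also: 0% = vehicle wells of infected cells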
PKA-R2B activ: activators of PKA-R2B holoenzyme, primary screen, biochemical, fluorescence polarization, Cy5-IP20, human; cAMP-dependent protein kinase catalytic subunit beta (Homo sapiens) + cAMP-dependent …; PKA-R2B holoenzyme dissociation; R2B truncated from residue 108, S112A mutant; 0% DMSO only, 100% 113 µM cGMP; activation, % at 11.4 µM; 340,000 compounds, 0.079% hits;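 active = activation above a cutoff set at the mean over all compounds plus 3 SD, cut at about 18% in these data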;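 also: higher means more holoenzyme dissociation and a rise in polarization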
Target sequence (P31323 whole entry, looked up, other chains not shown, the tested form may be a part): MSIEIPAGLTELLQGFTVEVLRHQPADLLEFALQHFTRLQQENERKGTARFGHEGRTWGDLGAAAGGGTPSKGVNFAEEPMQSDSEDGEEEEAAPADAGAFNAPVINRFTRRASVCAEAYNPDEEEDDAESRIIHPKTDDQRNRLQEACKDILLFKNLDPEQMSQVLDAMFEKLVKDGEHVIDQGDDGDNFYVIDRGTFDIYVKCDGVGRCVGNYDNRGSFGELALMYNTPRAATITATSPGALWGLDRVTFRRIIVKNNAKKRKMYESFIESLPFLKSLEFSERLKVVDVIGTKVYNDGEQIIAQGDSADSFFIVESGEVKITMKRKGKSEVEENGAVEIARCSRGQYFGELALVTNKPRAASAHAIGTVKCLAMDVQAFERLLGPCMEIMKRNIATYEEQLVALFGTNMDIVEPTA
SUMO Mot1 rescue: yeast Mot1-301 growth rescue at high temperature, primary screen, SUMOylation pathway inhibitor project, S. cerevisiae, ATP luminescence, 38.5C; S. cerevisiae Mot1-301 growth rescue; percent above DMSO median, 100 means doubled; growth rescue, % at 18.8 µM; 320,000 compounds, 1% hits; AID 2716, 2010;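 active = every valid replicate shows activation above 250% relative to neutral control wells; inactive = the rest, any valid replicate at or below 250%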;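 also: OY570 slx delta 5 strain wells were the positive control but not used for scaling; some compounds called inactive have numbers as strong as hits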
phage Ecoli inh: growth loss of phage-infected E. coli, primary screen, RecBCD inhibitor project, absorbance, with phage, HTS | inhibition, % at 11.9 µM | 360,000 compounds, 0.26% hits; in the data active = inhibition above about 11%
DAGLB inh: DAGLB lipase inhibitors, primary screen, biochemical, fluorescence, HTS. 340,000 compounds, 0.059% hits. HEK293T DAGLB membrane lysate, EnzChek fluorogenic substrate. inhibition, % at 5.17 µM; in the data active = inhibition above about 34%;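 also: 0% = enzyme with vehicle and 100% = wells lacking enzyme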
Target sequence (Q8NCG7 whole entry, looked up): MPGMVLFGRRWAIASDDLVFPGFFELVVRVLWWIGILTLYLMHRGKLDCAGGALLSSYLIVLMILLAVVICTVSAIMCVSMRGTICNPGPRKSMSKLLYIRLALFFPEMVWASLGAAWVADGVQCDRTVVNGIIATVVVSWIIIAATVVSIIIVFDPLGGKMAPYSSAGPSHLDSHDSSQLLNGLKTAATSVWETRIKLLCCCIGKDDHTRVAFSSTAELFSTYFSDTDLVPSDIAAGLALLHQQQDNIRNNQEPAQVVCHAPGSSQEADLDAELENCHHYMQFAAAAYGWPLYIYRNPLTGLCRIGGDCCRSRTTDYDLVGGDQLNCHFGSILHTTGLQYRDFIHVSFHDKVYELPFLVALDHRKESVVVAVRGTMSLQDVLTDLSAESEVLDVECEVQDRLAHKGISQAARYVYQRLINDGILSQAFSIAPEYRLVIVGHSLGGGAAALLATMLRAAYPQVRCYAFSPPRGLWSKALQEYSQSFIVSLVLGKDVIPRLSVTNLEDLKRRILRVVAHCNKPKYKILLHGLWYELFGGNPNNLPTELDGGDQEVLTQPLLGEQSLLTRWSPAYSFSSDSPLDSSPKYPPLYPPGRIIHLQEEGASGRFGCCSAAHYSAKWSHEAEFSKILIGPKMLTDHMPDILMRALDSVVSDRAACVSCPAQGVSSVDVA
E coli growth: E. coli V3065 growth inhibition, primary screen, counter-screen for AddAB inhibitor project, absorbance, OD600. 18 h. 330,000 compounds, 0.27% hits. inhibition, % at 11.9 µM. AID 449728, 2010;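 active = inhibition above the campaign's mean inhibition across all tested compounds plus 3 SD, cut at about 9.9% in these data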;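 also: uninfected addAB+ strain grown without phage in ampicillin broth; 0% = DMSO wells and 100% = ciprofloxacin 0.95 µg/ml wells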
Tat export inh: E. coli Tat export inhibitors, primary screen, MC4100, TorA-mCherry reporter, fluorescence, single point. inhibition, % at 10 µM. 340,000 compounds, 0.036% hits. AID 488895, 2010;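 active = mean replicate inhibition at least 50% and at least half of replicates individually reaching 50%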;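 also: exported cargo escapes ClpAP degradation while cytoplasmic cargo is degraded and loses fluorescence; 0% = median of neutral control wells and 100% = median of NaSCN control wells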
HTR5A inv ag: HTR5A inverse agonists in luminescence cell assay, primary screen, counter-screen for OPRM1-OPRD1 heterodimer inverse agonist project, full-deck HTS. 340,000 compounds, 0.083% hits. HTR5A cell line, inverse agonism. inhibition, % at 9.3 µM. 5-hydroxytryptamine receptor 5A (Homo sapiens), P47898; in the data active = inhibition mostly above about 23%, no sharp cut-off; inactive = mostly below about 18%;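 also: 0% = cells with DMSO and 100% = no-cell wells with DMSO; some compounds called inactive have numbers as strong as hits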
PKA-R1A activ: activators of PKA-R1A holoenzyme, primary screen, biochemical, fluorescence polarization, Cy5-IP20, bovine R1A, mouse PKAc | cAMP-dependent protein kinase type I-alpha regulatory subunit (Bos taurus) + … | PKA-R1A dissociation; scaled: DMSO 0%, 113 µM cGMP 100% | activation, % at 11.4 µM | 340,000 compounds, 0.083% hits;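 active = percent activation above the mean of all tested compounds plus 3 SD, cut at about 19% in these data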;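 also: higher means more PKAc released from R1A so a rise in polarization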
CDK5 inh: inhibitors of human CDK5/p35 kinase, primary screen, biochemical, single concentration; Recombinant CDK5/p35, ADP-Glo luminescence, 60 min; inhibition, % at 10 µM; 330,000 compounds, 0.01% hits;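 active = highest replicate inhibition of at least 50% and at least 75% of replicates reaching 50%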;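 also: plate controls were DMSO neutral control for no effect and GW8510 at 10 µM for full effect; many of its hits are not listed in these tables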
HTR5A ag: HTR5A agonists in luminescence cell assay, primary screen, counter-screen for OPRM1-OPRD1 heterodimer agonist project, full-deck HTS; 5-hydroxytryptamine receptor 5A (Homo sapiens), P47898; activation, % at 9.3 µM; cell-based; 340,000 compounds, 0.61% hits; in the data active = activation mostly above about 9.5%, no sharp cut-off; inactive = mostly below about 7.6%;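 also: 0% = cells with vehicle only and 100% = reference agonist; strong numbers were not always called active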
Starred values were filed as active, the others as inactive; i = inactive; . = not tested or not shown.

#	SMILES	AddAB inh	PKA-R2B activ	SUMO Mot1 rescue	phage Ecoli inh	DAGLB inh	E coli growth	Tat export inh	HTR5A inv ag	PKA-R1A activ	CDK5 inh	HTR5A ag
1	Cc1ccc(CN2CC(=O)N3[C@H]4c5cc(C)ccc5OC[C@@H]4[C@H](c4ccccc4)[C@]3(C)C2=O)cc1	1.3	6	4	4.5	-9	-1.8	0	-11	3	-0.5	-3
2	Cc1cc(NC(=O)CCC(=O)N(Cc2cccnc2)C(C(=O)NC(C)(C)C)c2ccccc2Cl)no1 (stereo unspecified)	4.1	10	6	1.2	-3	-0.3	-2	7	13	0.0	-2
3	Cc1cccc(Nc2nc(N)nc(CSc3nccc(C)n3)n2)c1	-0.9	8	-1	1.4	2	-0.2	10	27	-1	-0.7	-2
4	Cc1ccc(CN2CCN(/N=C/c3ccc(Cl)c([N+](=O)[O-])c3)CC2)cc1	-0.3	2	88	4.1	-15	1.4	10	1	0	1.7	-1
5	Cc1cccc(C)c1NC(=O)/C(=C/c1ccco1)c1ccccc1	3.2	1	42	1.7	-6	-0.8	-12	-7	1	-0.2	2
6	COc1cc(NC(=S)NC(=O)c2c(OC)cccc2OC)ccc1NC(=O)c1cccs1	0.5	0	.	1.9	2	-2.4	0	-18	-3	1.4	-2
7	NC(=O)CC(NC(=O)Cc1ccc(Br)cc1)c1ccc(NCc2cc(F)ccc2F)c([N+](=O)[O-])c1 (stereo unspecified)	3.6	-1	1	6.5	9	-3.2	-7	1	8	0.8	-1
8	O=C(NC1CCCCC1)c1cc(-c2ccc(O)cc2)on1	3.1	3	-1	0.9	-1	-0.3	4	-12	-5	-0.4	4
9	CC1CCCCC1N=C1NC(C)(C)CS1 (stereo unspecified)	3.9	-5	-10	5.4	0	3.0	-2	5	-9	-0.4	-2
10	O=C(CNc1ccc(Cl)cc1)NNC(=S)NCc1ccccc1	1.2	3	-6	-0.1	1	-1.1	6	21	4	-2.6	-8
11	CSc1ncccc1C(=O)N1CCCC(CCC(=O)NCc2ccc(F)c(F)c2)C1 (stereo unspecified)	5.4	4	5	1.8	1	0.1	-1	-11	-4	-0.5	0
12	CCN(CC(=O)Nc1ccccc1OC)C(=O)COc1ccc(C#N)cc1	.	-9	.	0.8	0	.	3	3	-1	-0.5	4
13	O=C(CSc1nc(-c2ccccc2)cs1)N1CCc2ccccc21	1.3	-12	6	1.0	1	0.8	19	-2	-2	-0.8	-2
14	COc1ccc(-c2ccc(/C=C3\C(=O)N(c4ccccc4)N=C3c3ccccc3)o2)c([N+](=O)[O-])c1	0.2	5	.	3.0	-1	-0.8	6	-21	-5	0.7	4
15	O=C(c1ccc(COc2ccccc2Br)o1)N1CCCCCC1	1.8	6	-1	2.8	-4	1.2	4	12	-6	0.4	5
16	COC(=O)c1oc(-c2ccc(Cl)cc2)nc1C	0.3	4	.	1.1	-6	0.6	3	1	-3	0.1	0
17	COc1ccc(/C=N/n2c(=O)[nH]c3c([nH]c4ccc(Br)cc43)c2=O)cc1CN1CCOCC1	0.2	0	-11	3.6	1	-1.0	5	6	12	-1.1	-2
18	COc1ccc(C2C(C(=O)N3CCCC3)CC(=O)N2c2ccc(OC)cc2)cc1 (stereo unspecified)	-2.7	3	-11	3.1	2	-2.7	-5	1	4	0.8	0
19	O=C(OCC(=O)c1c[nH]c2ccccc12)C1=COCCO1	-0.2	-4	-6	2.7	0	-0.4	0	-13	4	-1.5	7
20	NC(=O)c1ccccc1NC(=O)CCn1c(=S)oc2ccccc21	0.3	11	7	0.9	-3	-0.9	0	-12	3	-0.7	3
21	CS(=O)(=O)c1nc(-c2ccc(F)cc2)cc(C(F)(F)F)n1	.	3	.	5.5	-9	.	-2	20	4	0.5	-5
22	C=CCn1c(=NC(=O)C2CC2)sc2cc(NC(C)=O)ccc21	0.6	4	8	2.1	3	-2.4	4	-3	-14	1.4	1
23	O=C(NCc1ccccc1Cl)C(=O)NCC1OCCN1S(=O)(=O)c1cccs1 (stereo unspecified)	1.3	-6	-2	5.5	1	-1.8	4	1	0	-0.8	3
24	CC(=O)C1CCCN(C(=O)c2ccc3oc(CCc4ccccc4)nc3c2)C1 (stereo unspecified)	5.4	6	6	0.3	2	2.9	0	-1	2	-0.8	-2
25	COCCn1cnc2c1c(=O)n(CC(=O)OCC(=O)NCC(F)(F)F)c(=O)n2Cc1ccccc1	4.7	-9	-1	0.0	-1	0.8	-3	3	3	-1.8	-4
26	Nc1nc(N)nc(-c2ccc(Cl)cc2)n1	4.5	-5	-1	3.6	1	0.9	-5	-5	-5	0.8	2
27	CCOc1cc(N2CCOCC2)c(OCC)cc1NC(=O)c1cc(S(=O)(=O)N2CCOCC2)ccc1Cl	.	-11	.	3.2	2	.	6	11	-2	0.4	-4
28	COC(=O)c1c(SCc2cccc3ccccc23)nc(=O)[nH]c1C	4.4	-2	-5	3.5	2	1.8	0	-3	0	0.0	1
29	O=S1(=O)N=C(N(CCO)/N=C/c2ccccc2)c2ccccc21	.	-11	.	3.1	0	.	2	5	8	7.1	0
30	O=c1ccn(Cc2ccccc2)c(=O)n1Cc1ccccc1	2.9	-3	944	0.3	-3	1.0	-8	-1	-3	0.2	2
31	COc1ccc(CNC(=O)c2cccc(C)c2[N+](=O)[O-])cc1	3.1	1	-2	3.3	1	1.6	-4	21	-3	-1.8	1
32	O=C(COC(=O)Cc1ccccc1F)NCc1ccc(Cl)cc1	-0.9	-8	29	2.7	0	-0.3	-4	18	7	-1.9	-4
33	C[C@H](O)[C@@H]1C(=O)N2CCc3ccc(-c4ccccc4)cc3[C@@H]2C[C@@H]1N(C)C(=O)Nc1cc(Cl)cc(Cl)c1	.	1	.	-0.6	0	.	3	.	3	-1.5	.
34	CC1CN(S(=O)(=O)c2cccc(C(=O)Nc3cc(Cl)ccc3N3CCOCC3)c2)CC(C)O1 (stereo unspecified)	-0.8	-14	18	1.8	-3	0.2	6	13	-9	1.5	-5
35	Cc1ccc(N2CC(C(=O)NCc3ccco3)CC2=O)cc1Cl (stereo unspecified)	1.1	-12	i	-1.2	0	-1.1	-6	7	-3	0.6	3
36	COc1ccc(Br)cc1CN(C)CC(=O)Nc1cc(Cl)ccc1Cl	0.1	-4	-4	1.2	-22	-0.3	7	-16	-2	2.2	5
37	O=C(COc1ccc2ccccc2c1)NCCc1ccc2c(c1)OCCO2	2.3	-20	-5	3.2	-3	1.2	2	8	-7	-2.6	-3
38	Cc1ccc(C)c(OC(=O)c2cccnc2Cl)c1C	3.2	-9	-1	0.2	-4	-0.6	-4	5	-9	-4.9	4
39	Cc1ccc(Cl)c(NC(=O)CSc2n[nH]c(=O)n2C2CC2)c1Cl	3.1	-7	-12	-2.1	-2	1.9	1	-18	-9	2.1	3
40	CC(/C=C1\SC(=S)N(NC(=O)c2ccccc2C)C1=O)=C\c1ccccc1	1.6	4	-20	0.9	-1	-2.4	-7	-19	-7	0.2	3
41	Cc1ccccc1OCC(=O)OCC(=O)NCC1CCCO1 (stereo unspecified)	3.7	4	9	1.2	2	1.4	0	25	-3	-0.2	-3
42	O=C(Cn1c(=O)c(=O)n(Cc2ccccc2)c2ccc(Cl)cc21)Nc1ccc(F)cc1F	-1.7	-11	43	1.6	-2	0.1	-5	-2	-5	0.9	2
43	Cc1cccnc1CCNC(=O)CCc1nnc(-c2ccccc2)o1	3.3	0	-17	2.6	-2	0.8	7	5	0	-0.2	-2
44	O=S(=O)(c1ccccc1OC(F)(F)F)N1CCN(c2ccnc3cc(Cl)ccc23)CC1	0.3	-2	9	1.8	-4	1.8	14	-39	-2	-0.1	2
45	COc1cc(C(=O)ON=C2C(C)=CC(=O)C=C2C)cc(OC)c1OC	2.4	5	-13	1.2	1	2.6	1	-5	10	-2.0	2
46	O=C(COC(=O)c1ccco1)Nc1ccccc1[N+](=O)[O-]	0.6	-9	.	0.3	0	0.8	-2	7	1	-1.2	-3
47	CCNc1nc(NCC)nc(N2CC(=O)N(CC(=O)OCC)C2=N)n1	2.9	6	-20	1.7	0	0.1	-1	-22	0	1.4	-2
48	CN1CCN(NC(=O)c2c(-c3ccccc3)sc3ccccc23)CC1	1.8	15	7	1.8	0	-0.3	5	-4	2	2.8	4
49	COc1cccc(CN2CCN(C3CCOCC3)CC2CCO)c1 (stereo unspecified)	-0.3	0	.	1.7	1	1.9	-13	-12	-8	1.6	4
50	O=C(O)C1CCCCN1S(=O)(=O)c1ccc2ccccc2c1 (stereo unspecified)	-0.5	-2	-21	0.9	-2	-0.1	3	3	-8	-0.7	-1
51	Cc1ccc(/C=N/NC(=O)CSCc2ccc(Cl)cc2)cc1	0.3	-4	36	-0.6	-1	-1.3	10	-16	-7	-0.1	7
52	Cc1c(C(=O)OCC(=O)N2CCN(c3ccccc3)CC2)oc2ccccc12	0.2	-3	20	2.6	-1	0.4	0	3	4	-0.3	-1
53	COc1cccc(OC)c1OCCCCCc1c(C)n[nH]c1C	0.9	4	-28	-0.9	-1	-2.9	4	8	-3	-0.4	-3
54	CC(C)(CNC(=O)c1ccc(NS(=O)(=O)c2ccc(Br)cc2)cc1)N1CCOCC1	3.8	1	44	1.6	0	-1.7	-3	-18	-6	-9.3	6
55	CC1=Nc2ccccc2/C1=C\c1sc(Nc2ccc(C)cc2)nc1O	5.1	-6	7	0.6	4	0.9	-9	-6	-17	-0.3	6
56	O=C(c1cccc(Cl)c1)N1CCN(c2ccc(N3CCOCC3)nn2)CC1	0.3	6	2	0.5	-5	-0.7	-16	-11	3	-0.5	4

The results go on.
#	SMILES	AddAB inh	PKA-R2B activ	SUMO Mot1 rescue	phage Ecoli inh	DAGLB inh	E coli growth	Tat export inh	HTR5A inv ag	PKA-R1A activ	CDK5 inh	HTR5A ag
57	COc1ccc(CNC(=O)CNC(C)c2ccc(F)cc2)cc1 (stereo unspecified)	-3.1	-3	29	5.1	-1	0.0	8	-21	14	0.0	5
58	CC1CCCN(c2ccc(C(=O)NCc3ccccc3)cn2)C1 (stereo unspecified)	1.6	-1	-2	4.7	-2	-2.8	2	-5	-2	2.9	5
59	c1ccc(OCCN2CCN(C(c3ccccc3)c3ccccc3)CC2)cc1	1.8	-17	-13	-1.5	-12	0.8	2	-8	7	-0.1	2
60	O=C(CSC1CN(C(c2ccccc2)c2ccccc2)C1)N/N=C/c1ccccc1	-0.3	-3	-8	-0.4	-3	-1.3	-4	10	-21	3.4	0

Source: PubChem
